From PubChem
CRFBP-R2 block: blocks CRF-induced signaling of the CRF-BP/CRF-R2 complex; HEK293 CRF-R2/CRF-BP, CRF-induced calcium fluorescence; inhibition, % at 11.8 µM; hit rate 0.59% among 350,000; AID 588475;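 active means inhibition of the ligand-induced calcium signal above about 50% at the single tested concentration, limit read from the data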
IDE act: IDE (human) activation, cell-based; activation, % at 5.96 µM; hit rate 0.073% among 340,000; HEK cells, FAbeta-B cleavage, fluorescence polarization; 0% vehicle, 100% cell-free pure enzyme wells;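 active means activation above the mean of all tested compounds plus 3 SD, set per screening campaign, cut at about 17% in these data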
Target sequence (P14735 whole entry, looked up): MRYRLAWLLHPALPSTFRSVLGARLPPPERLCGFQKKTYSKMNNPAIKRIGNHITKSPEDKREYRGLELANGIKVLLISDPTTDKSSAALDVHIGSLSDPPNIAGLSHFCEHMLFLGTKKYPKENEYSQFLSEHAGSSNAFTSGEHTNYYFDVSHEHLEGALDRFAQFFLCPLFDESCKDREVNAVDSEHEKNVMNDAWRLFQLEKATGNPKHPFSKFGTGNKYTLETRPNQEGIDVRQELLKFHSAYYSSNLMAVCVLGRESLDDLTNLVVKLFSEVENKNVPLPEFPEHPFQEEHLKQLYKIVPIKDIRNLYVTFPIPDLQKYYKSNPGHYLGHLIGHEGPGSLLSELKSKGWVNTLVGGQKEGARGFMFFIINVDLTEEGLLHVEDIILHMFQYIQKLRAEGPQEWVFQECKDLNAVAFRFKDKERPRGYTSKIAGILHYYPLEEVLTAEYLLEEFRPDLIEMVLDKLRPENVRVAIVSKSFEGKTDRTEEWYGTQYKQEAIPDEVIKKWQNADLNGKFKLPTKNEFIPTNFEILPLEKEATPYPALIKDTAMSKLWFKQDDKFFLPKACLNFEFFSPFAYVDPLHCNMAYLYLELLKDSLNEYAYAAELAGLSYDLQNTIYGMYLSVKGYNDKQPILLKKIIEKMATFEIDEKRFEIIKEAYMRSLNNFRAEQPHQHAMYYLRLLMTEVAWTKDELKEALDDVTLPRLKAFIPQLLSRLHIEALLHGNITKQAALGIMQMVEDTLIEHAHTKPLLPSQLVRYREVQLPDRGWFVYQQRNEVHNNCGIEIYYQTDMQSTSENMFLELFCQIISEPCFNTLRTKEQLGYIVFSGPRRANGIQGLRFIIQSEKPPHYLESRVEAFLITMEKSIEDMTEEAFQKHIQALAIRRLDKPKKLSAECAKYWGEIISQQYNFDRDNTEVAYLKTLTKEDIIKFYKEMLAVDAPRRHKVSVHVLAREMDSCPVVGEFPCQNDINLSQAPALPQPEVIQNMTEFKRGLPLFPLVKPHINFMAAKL
IDE cell inh: cellular human IDE inhibition; P14735; HEK cells, FAbetaB cleavage, fluorescence polarization; inhibition, % at 5.59 µM; hit rate 0.41% among 320,000;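 active means percent inhibition above the average of all tested compounds plus 3 SD, set per screening campaign, cut at about 16% in these data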;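 further: IDE supplied by intact live HEK cells; FP after avidin binding of uncleaved biotin substrate so inhibition keeps polarization high; 0% = DMSO wells and 100% = 60 µM reference IDE inhibitor Ii1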
IMP-1 inhibitor: blocks Pseudomonas aeruginosa IMP-1 metallo-beta-lactamase; AID 1556; purified IMP-1, nitrocefin hydrolysis, epi-absorbance fluorescence; hit rate 0.45% among 290,000; inhibition, % at 5.6 µM;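 active means inhibition above the mean plus 3 SD of all compounds in the same screening run, cut at about 4.5% in these data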;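 further: 0% = IMP-1 with DMSO and 100% = DMSO wells lacking enzyme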
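System: Purified IMP-1 | Read-out basis: Percent enzyme inhibition | Controls: IMP-1 with DMSO as 0%, enzyme-free DMSO as 100% | Replicates: One well per compound | Doses: 5.6 µM nominal single concentration | Detection: Epi-absorbance fluorescence, 480 nm excitation, 530 nm emission | Incubation: 25 °C, 15 min preincubation, 25 min reaction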
NS3 helicase inh: blocks Hepatitis C virus NS3 helicase unwinding; NS3 helicase DNA unwinding, Cy5 molecular beacon fluorescence; inhibition, % at 10.9 µM; hit rate 0.56% among 290,000; AID 1800;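 active means inhibition above the mean of all tested compounds plus 3 SD, set per campaign, cut at about 35% in these data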;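 further: 0% = DMSO wells and 100% = thioflavine S control wells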
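Measured by: Cy5 fluorescence, 0 and 60 min reads / Assay system: NS3 helicase fragment of HCV / Control set: low DMSO, high thioflavine S at 110 µM / Times: 1 h reaction at 25 °C, ATP-initiated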
VIM-2 inhibitor: blocks Pseudomonas aeruginosa VIM-2 metallo-beta-lactamase. purified VIM-2, nitrocefin hydrolysis, epi-absorbance fluorescence. inhibition, % at 5.6 µM. hit rate 0.89% among 290,000. AID 1527;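 active means inhibition above the mean of all tested compounds plus 3 SD, cutoff set per screening run, cut at about 7.5% in these data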;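 further: red hydrolysis product quenches plate fluorescence so inhibitors raise well fluorescence; 0% = enzyme with DMSO and 100% = DMSO without enzyme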
GalR3 antag: antagonists of human GalR3 | O60755 | HEK293 GalR3-CNG cAMP membrane potential fluorescence; galR3 body fused to GalR1 C-terminus | inhibition, % at 3 µM | hit rate 0.44% among 360,000 | AID 651719;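 active means inhibition above the screen-wide average plus 3 SD, cut at about 13% in these data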;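 further: forskolin and galanin both at EC90 stimulate the cells; cAMP rise reported by CNG channel membrane potential dye signal; 0% = forskolin plus galanin with DMSO and 100% = forskolin alone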
pCIP destab: compounds decreasing mouse p/CIP protein stability; hit rate 0.01% among 290,000; AID 1984; decrease of EGFP signal, % at 10 µM; F442A p/CIP-EGFP cells, EGFP fluorescence, 16 h;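 active means EGFP signal decrease of at least 30% at 10 µM or well 3 SD below plate mean, unless failing retest; inactive means the rest, including hits failing retest or dose response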; further: some compounds called inactive have numbers as strong as hits; many of its hits are not listed in these tables
UBC9 SUMO inh: SUMOylation inhibition; inhibition, % at 35 µM; HTRF SUMOylation assay, SAE1/SAE2 + UBC9, in vitro; AID 2006; hit rate 0.36% among 290,000; in the data active means inhibition above about 50%, passing the limit was not always enough; further: strong numbers were not always called active
* marks the source's active call; other numbers are inactive results; . = not tested or not shown. Compounds as they come; any-hit rate near 3.2%.

SMILES	CRFBP-R2 block	IDE act	IDE cell inh	IMP-1 inhibitor	NS3 helicase inh	VIM-2 inhibitor	GalR3 antag	pCIP destab	UBC9 SUMO inh
CC(C)CC(C(=O)Nc1oc(-c2ccccc2)c(-c2ccccc2)c1C#N)N1C(=O)c2ccccc2C1=O (stereo not given)	2.9	-2.0	-1.5	-1.4	1.9	-4.9	-1.0	-0.3	-16.6
Cn1nnc2c(NCc3ccco3)nccc21	-5.8	1.3	-1.3	-8.5	10.7	-5.3	1.0	-9.6	20.5
O=C(Nc1cccc(F)c1)c1c(O)c2ccccc2[nH]c1=O	20.2	1.9	6.2	-4.1	-0.3	-1.2	-10.2	-1.2	-3.1
C=CCNC(=O)c1onc(CSc2ccc(F)cc2)c1C(=O)NCC=C	-1.1	-1.4	-1.9	.	.	.	-9.2	.	.
CC(NCc1ccccc1)C1COc2ccccc2O1 (stereo not given)	-19.2	4.4	-2.0	-4.5	-3.1	-5.9	-3.1	-16.4	1.3
Cc1cccc(-n2c(C)cc(/C=C3\NC(=O)NC3=O)c2C)c1	-11.4	2.5	-6.6	-1.5	14.0	-1.4	-3.7	-9.7	11.4
O=C(Nc1cccnc1)OC1CCCC1	-4.5	-1.3	4.4	-4.9	-0.4	1.4	-8.4	-4.1	18.3
O=S(=O)(c1ccc(F)cc1)N1CCN(Cc2ccccc2C(F)(F)F)CC1	3.2	-0.2	-1.3	-1.0	-0.1	-4.2	-2.2	5.4	-0.2
CCCC(=O)c1c[nH]c(C(=O)N2CCOCC2)c1	12.0	-1.3	9.4	-1.9	0.9	-2.2	-4.2	-1.5	-5.0
CN(C)C(CNS(=O)(=O)c1ccc(F)cc1)c1cccnc1 (stereo not given)	0.7	0.5	-1.7	-1.8	-0.9	-0.4	.	-1.1	24.1
O=C(CCN1C(=O)COc2ccccc21)N1CCN(c2ccccc2)CC1	-3.6	1.8	-1.7	-3.6	24.7	-2.8	6.1	0.0	8.8
Cn1c(NC(=O)c2ccco2)c(-c2ccc(Cl)cc2)c(=O)c2ccccc21	-1.7	8.4	1.6	-2.6	-6.1	-0.9	-4.6	-4.6	25.2
Cc1nnc(SCC(=O)Nc2cccc(N)c2)n1-c1ccccc1	7.5	4.5	-1.9	-2.2	2.0	-2.6	-7.4	0.6	5.3
COc1ccccc1C1CC(c2ccccc2)=NN1S(=O)(=O)c1ccccc1 (stereo not given)	-4.8	7.4	5.3	-1.6	-2.5	-0.2	-8.1	-9.1	2.8
COc1cccc(CNC(=O)c2cc(S(=O)(=O)N3CCCCC3)c[nH]2)c1	9.0	7.4	3.6	-4.9	9.6	-1.5	5.4	-8.5	14.7
S=C(NCc1ccco1)Nc1ccccc1	9.2	7.0	-3.2	-0.6	-1.9	-0.1	-1.3	-5.5	5.9
COCCN(C(=O)c1csnn1)C(C(=O)NC1CCCC1)c1ccccc1 (stereo not given)	11.1	6.0	-5.1	0.3	14.9	-0.4	-7.1	4.3	-1.7
CS(=O)(=O)c1ccc(Cl)c(NC(=O)CSc2nnc(-c3cccs3)n2N)c1	3.5	2.4	0.7	.	.	.	0.1	.	.
C=CC(=O)N(CCC)C(c1ccccc1)c1ccccc1OC (stereo not given)	-5.3	-0.7	8.2	.	.	.	-4.1	.	.
COc1ccc2[nH]c(C(=O)Nc3ccc(F)cc3Br)cc2c1	3.4	3.3	2.0	-1.9	1.3	-1.2	-6.5	3.7	-22.3
C/C(Nc1ccccc1C(F)(F)F)=C1/CCOC1=O	-9.6	7.2	-0.8	-2.3	-14.7	-2.5	4.0	-2.6	13.3
COc1cccc(CNC(=O)CSc2nnc3c(n2)[nH]c2ccc(C)cc23)c1	-9.1	-3.1	2.5	-4.7	5.5	-3.8	-3.5	-16.2	21.1
O=C1CCCC(=O)N1c1ccc(F)cc1	9.7	-4.5	0.8	-2.0	-1.4	-0.7	-6.7	-7.7	7.2
CCN1CCN(C(=O)c2ccc3c(c2)N(Cc2ccccc2F)C(=O)c2ccccc2S3(=O)=O)CC1	-6.7	3.2	-5.2	-1.0	-2.1	-1.2	2.6	-7.4	9.5
Cc1nc(N(C)C)c2sc(=S)n(-c3ccccc3)c2n1	-3.6	1.2	-0.7	-1.3	-1.1	-1.9	-6.2	6.8	9.1

Compound profiles, from the list above. Values in the order: CRFBP-R2 block	IDE act	IDE cell inh	IMP-1 inhibitor	NS3 helicase inh	VIM-2 inhibitor	GalR3 antag	pCIP destab	UBC9 SUMO inh
COc1ccc2[nH]c(C(=O)Nc3ccc(F)cc3Br)cc2c1 in the list: 3.4	3.3	2.0	-1.9	1.3	-1.2	-6.5	3.7	-22.3
O=S(=O)(c1ccc(F)cc1)N1CCN(Cc2ccccc2C(F)(F)F)CC1 in the list: 3.2	-0.2	-1.3	-1.0	-0.1	-4.2	-2.2	5.4	-0.2
Cc1cccc(-n2c(C)cc(/C=C3\NC(=O)NC3=O)c2C)c1 in the list: -11.4	2.5	-6.6	-1.5	14.0	-1.4	-3.7	-9.7	11.4

More structures:
SMILES	CRFBP-R2 block	IDE act	IDE cell inh	IMP-1 inhibitor	NS3 helicase inh	VIM-2 inhibitor	GalR3 antag	pCIP destab	UBC9 SUMO inh
O=C(c1ccsc1)N1CCN(C(=O)c2cccs2)CC1	32.0	4.3	-1.9	-2.2	-0.7	-2.1	-4.7	-12.8	12.8
O=C(Nc1cc([N+](=O)[O-])ccc1F)C1CCN(S(=O)(=O)c2cccs2)CC1	4.6	1.0	-1.3	.	.	.	-7.3	.	.
CC(C)(C)NC(=O)CN(Cc1ccc2c(c1)OCO2)C(=O)CNS(=O)(=O)c1ccccc1	-0.2	-1.9	-3.2	-0.2	-3.5	0.3	-2.1	-9.3	2.4
COC(=O)c1ccc([C@@H](O)[C@H](C)C(=O)CC(=O)OC(C)(C)C)cc1	8.8	4.4	-1.4	-4.2	21.4	-3.3	-7.5	-1.1	9.8
O=C1NC(=S)N/C1=C/c1ccc(Oc2ccc(C(F)(F)F)cc2[N+](=O)[O-])c(Cl)c1	-1.7	4.2	0.7	-2.9	-19.1	-0.9	-2.0	-1.6	0.9
CCc1ccc(OCC(=O)Nc2ccc(N3CCN(S(C)(=O)=O)CC3)cc2)cc1	-8.8	-2.3	10.5	-3.0	-9.3	-2.9	-1.8	-7.1	-12.3
COc1ccccc1NC(=O)c1ccc(CN2CCOCC2)cc1	20.0	-0.2	5.8	-0.8	2.4	1.2	-3.6	-5.4	42.8
CC1C(=O)Nc2ccccc2N1C(=O)c1cccc(C(F)(F)F)c1 (stereo not given)	10.4	-0.1	4.2	-4.4	6.5	-4.0	-10.6	5.8	-4.0
Cc1ccc(-c2csc(NC(=O)c3cnccn3)n2)cc1C	10.6	1.0	-2.9	-2.4	-0.4	-2.5	2.0	-10.2	9.1
CC[C@@]12C(=O)N(c3ccc(OC)cc3)C(=O)N1[C@H](c1cccc(C)c1)[C@@H]1C(=O)N(Cc3ccccc3)C(=O)[C@@H]12	-5.2	5.4	-1.3	-4.2	-23.4	-1.4	.	-2.4	0.2
CCN1CCN(CC(=O)N2c3ccccc3CC2C)CC1 (stereo not given)	-10.5	4.7	0.0	-2.5	4.1	-2.6	3.0	6.0	-0.8
CCn1c(SCc2ccc(C(=O)OC)o2)nnc1-c1c[nH]c2ccccc12	-19.7	1.8	-2.8	-2.4	1.1	-1.0	.	-1.6	20.2
COC(=O)c1ccccc1OC(=O)c1cc[n+]([O-])cc1	16.2	3.0	1.2	-1.0	-0.7	-1.9	-3.1	-1.4	-4.2
Cc1ccc2c(c1)N(CC(=O)Nc1c(C)cccc1C)C(=O)c1cccnc1O2	-12.2	-3.7	1.1	-2.5	-5.8	-1.2	-0.5	-12.5	8.5
Cc1ccccc1OCC(=O)Nc1ccc2c(c1)ncn2C	-10.1	4.7	3.1	.	.	.	-1.0	.	.
CCC(Sc1ncccn1)C(=O)Nc1cc(C)on1 (stereo not given)	-5.2	0.1	0.6	-3.0	3.0	-3.1	-0.5	3.2	-31.3
CCOC(=O)c1c(C)[nH]c(C(=O)NCc2ccccn2)c1C	9.5	-4.7	-0.5	.	.	.	-5.3	.	.
COc1ccccc1/C=C/c1nc(S(=O)(=O)c2ccccc2)c(N(C)C)o1	71.9*	1.4	1.0	-2.4	-5.5	-0.1	-2.6	0.1	9.5
Cc1c(C)n(CCCN(C)C)c2ncnc(Nc3ccc(F)cc3)c12	-3.1	0.7	-3.0	-1.9	5.6	0.2	-3.8	4.1	1.4
c1ccc(-n2ncc3c(N4CCCCC4)ncnc32)cc1	6.4	0.0	2.0	-3.5	-17.5	0.5	-0.1	-19.2	19.3
CCOC(=O)C1=C[C@]2(CC)CCCN3CCc4c(n1c1ccccc41)[C@@H]32	-19.9	3.7	2.5	0.7	-12.4	0.2	.	-8.4	12.0
C/C(=N\NC(=O)C1COc2ccccc2O1)c1cc2ccccc2o1 (stereo not given)	-15.2	2.3	-1.8	-2.9	6.3	-4.4	-5.6	-5.7	10.0
COc1cc(Cl)c(C)cc1NC(=O)COC(=O)c1ccc(CN2CCCC2=O)cc1	0.0	-2.3	0.0	.	.	.	2.2	.	.
O=C(N1CCCCC1)N1CCN(S(=O)(=O)c2cccc([N+](=O)[O-])c2)CC1	2.2	7.5	-1.3	-0.7	8.9	-0.5	2.6	-2.7	11.9
CCn1c2ccccc2c2nnc(SCC(=O)Nc3ncccn3)nc21	-9.4	1.4	10.1	-4.2	-7.9	5.2	-4.3	7.5	1.0

The list continues.
SMILES	CRFBP-R2 block	IDE act	IDE cell inh	IMP-1 inhibitor	NS3 helicase inh	VIM-2 inhibitor	GalR3 antag	pCIP destab	UBC9 SUMO inh
CCOC(=O)C1C(=O)CC(C)(O)C(C(=O)OCC)C1c1ccc(OC)cc1 (stereo not given)	12.6	2.0	-0.7	-2.3	7.5	-0.6	-3.8	1.7	20.2
O=C(Cn1ncc2c(=O)oc3ccccc3c21)Nc1nc2ccccc2s1	.	.	.	-4.0	10.8	-0.6	.	2.9	-2.5
COc1ccc(CCNc2cc(N3CCN(C(=O)c4ccc(C)cc4)CC3)ccc2[N+](=O)[O-])cc1OC	.	.	1.1	-2.3	-3.9	-2.4	.	-0.3	-8.4
Cc1c(Cl)cccc1NC(=O)CSc1ccc(-c2cccnc2)nn1	-4.7	-1.7	3.0	0.9	-0.3	-1.2	14.3*	-2.1	17.3
Nc1c(C(=O)N2CCOCC2)sc2nc3c(cc12)CCCC3	-4.2	-1.7	-1.1	-4.2	4.9	-2.3	-6.5	-10.2	18.0
O=C(CSC1=NS(=O)(=O)c2cc(F)ccc2N1)NCc1ccc(F)cc1	-11.2	-1.7	-6.1	.	.	.	-4.7	.	.
CCc1ccc(Cn2nnc(C(=O)NCc3ccccc3OC)c2N)cc1	-6.3	1.5	1.8	-4.6	-4.8	1.6	1.1	-26.6	20.6
Cc1ccc(-n2ncc3c(=O)[nH]c(SCC(=O)N4CCCc5ccccc54)nc32)cc1	-4.1	6.2	-2.2	0.6	-3.3	0.8	-3.8	-6.0	5.9
CSc1ccc(/C=C(/NC(=O)c2ccco2)C(=O)N2CCOCC2)cc1	17.8	-0.9	0.2	-1.4	2.2	-1.4	2.1	-26.7	18.3
O=C1NC(c2ccccc2)=C(c2ccc3ccccc3n2)C(c2ccc(F)cc2)N1 (stereo not given)	-9.3	3.5	9.9	-2.1	-12.5	-1.3	-3.9	5.1	0.4
